SIRT5 inh – inhibitors of human sirtuin-5 desuccinylase | AID 652115 | 330,000 compounds, 1.1% hits | inhibition, % at 15 µM | Q9NXA8 | Purified SirT5, succinyl-peptide AMC, trypsin-coupled fluorescence; in the data active means inhibition above about 15%; inconclusive means no clear call, values can overlap the other calls
Target sequence (Q9NXA8 whole entry, looked up): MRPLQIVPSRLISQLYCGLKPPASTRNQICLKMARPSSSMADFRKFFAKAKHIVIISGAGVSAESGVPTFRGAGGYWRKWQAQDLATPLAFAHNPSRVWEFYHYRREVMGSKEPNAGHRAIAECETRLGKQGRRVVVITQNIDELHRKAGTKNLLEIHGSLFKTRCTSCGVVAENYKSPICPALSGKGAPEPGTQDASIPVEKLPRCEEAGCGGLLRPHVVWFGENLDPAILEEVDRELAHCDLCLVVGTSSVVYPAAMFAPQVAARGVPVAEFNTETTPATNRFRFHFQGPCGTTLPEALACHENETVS
Casp6 inh – blocks human caspase-6 cleavage activity; AID 686996; 350,000 compounds, 0.53% hits; inhibition, % at 12.5 µM; P55212; purified caspase-6, Z-VEID-R110 cleavage fluorescence;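 active means mean inhibition across replicates at least about 35%, with every replicate also reaching that limit, limit read from the data; inconclusive means only one of the two criteria met; inactive means neither criterion met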;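 further: 0% = median of neutral control wells and 100% = no fluorescence left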
Target sequence (P55212 24-179 limits assumed): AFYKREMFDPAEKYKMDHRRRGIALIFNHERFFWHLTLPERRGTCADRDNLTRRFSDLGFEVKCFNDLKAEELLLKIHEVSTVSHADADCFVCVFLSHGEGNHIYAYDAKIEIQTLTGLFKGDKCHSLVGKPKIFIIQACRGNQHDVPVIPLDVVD
Target sequence (P55212 194-293 limits assumed): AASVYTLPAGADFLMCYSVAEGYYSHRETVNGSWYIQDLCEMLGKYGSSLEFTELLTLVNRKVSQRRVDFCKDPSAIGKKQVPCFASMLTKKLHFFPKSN
ARNT TACC3 PPI – disruptors of human ARNT/TACC3 interaction; Q9Y6A5; AlphaScreen His-ARNT PAS-B/GST-TACC3 binding, luminescence; TACC3 fragment carries E629A point mutation; inhibition, % at 9.99 µM; 390,000 compounds, 0.66% hits; AID 623870;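 active means mean inhibition of replicates at least 50% and at least half of replicates each reaching 50%; inconclusive means half or more replicates reach 50% but mean below 50%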;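 further: 0% = complete ARNT plus TACC3 wells and 100% = ARNT alone without TACC3; many hits fall short of the cut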
PAX8 inh HTS – PAX8 transcriptional activity inhibition | RMG-I TPO-luciferase reporter, SteadyGlo, 24 h | inhibition, % at 12.6 µM | 360,000 compounds, 1.2% hits | AID 652154;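 active means mean replicate inhibition at least 60% with every replicate also reaching 60%; inconclusive means only one of the two criteria is met; inactive means mean below 60% and not all replicates reaching 60%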;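 further: luciferase light reporting Pax8 driven TPO promoter activity; plate controls were median of neutral control wells for no effect and mitoxantrone controls for full effect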
EWS-Fli inh – EWS/Fli transcriptional activity inhibition | 350,000 compounds, 0.67% hits | A673 NR0B1-luciferase reporter, viability-normalised | inhibition, % at 12.6 µM;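 active means mean inhibition of at least 50% after viability correction, with every replicate also passing that limit; inconclusive means mean reaches 50% but only one of two replicates passes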;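 further: firefly luciferase signal divided by Alamar Blue viability fluorescence both relative to DMSO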
DENV2 CPE rescue – protects cells from dengue virus 2 cytopathic effect; CPE inhibition, % at 9.99 µM; 350,000 compounds, 1.7% hits; DENV2-infected cells, cytopathic effect rescue, plate reader; in the data active means CPE inhibition above about 20%, passing the limit was not always enough; inconclusive means no clear call, values can overlap the other calls; tested in BHK-21 cells;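 further: 0% = median of neutral control wells and 100% = median of positive control wells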
LGR2 antag – blocks bursicon-induced cAMP signaling via Drosophila LGR2 | HEK293 LGR2, CRE-luciferase, bursicon-stimulated, 4 h | inhibition, % at 9.99 µM | 380,000 compounds, 0.35% hits;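 active means drop in luminescence signal, shown as inhibition above about 50% in the replicate tests, limit read from the data, passing the limit was not always enough; inconclusive means probably only some replicates passing the limit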;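 further: agonist challenge used bursicon conditioned medium at about half maximal strength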
* = called active by the depositor; ? = inconclusive; nt = not tested or not shown.

The opening 3 compounds (preview)
SMILES	SIRT5 inh	Casp6 inh	ARNT TACC3 PPI	PAX8 inh HTS	EWS-Fli inh	DENV2 CPE rescue	LGR2 antag
CCCNC(=O)N1[C@@H](CO)[C@@H](c2ccccc2)C12CN(C(=O)CC)C2	-4.2	0.8	nt	0.3	-7.0	3.1	-10.0
COc1ccc2c(c1)C1=C(CC2)C(c2ccc(C)cc2)NC(=S)N1 (stereo not given)	-0.3	-1.4	-11.0	28.8	10.0	0.9	nt
CCCNC(=O)N1CC2(CCN(Cc3cccc(OC)c3)CC2)c2c(n(C)c3cc(OC)ccc23)[C@H]1CO	-0.2	-0.4	nt	nt	0.6	-6.7	-35.9

The whole of this part, from the start:
SMILES	SIRT5 inh	Casp6 inh	ARNT TACC3 PPI	PAX8 inh HTS	EWS-Fli inh	DENV2 CPE rescue	LGR2 antag
CCCNC(=O)N1[C@@H](CO)[C@@H](c2ccccc2)C12CN(C(=O)CC)C2	-4.2	0.8	nt	0.3	-7.0	3.1	-10.0
COc1ccc2c(c1)C1=C(CC2)C(c2ccc(C)cc2)NC(=S)N1 (stereo not given)	-0.3	-1.4	-11.0	28.8	10.0	0.9	nt
CCCNC(=O)N1CC2(CCN(Cc3cccc(OC)c3)CC2)c2c(n(C)c3cc(OC)ccc23)[C@H]1CO	-0.2	-0.4	nt	nt	0.6	-6.7	-35.9
COc1ccc(CC(=O)Nc2nc(C)cs2)cc1	-3.3	-0.2	-1.5	-13.6	-7.9	-5.8	-17.5
C[C@@H](NC(=O)CN1C(=O)c2ccccc2S1(=O)=O)c1ccccc1	-0.5	-2.8	-2.7	-16.2	nt	-4.4	4.9
CP(C)(=O)CCP(=O)(c1ccccc1)c1ccccc1	-4.0	-5.4	-3.6	-3.7	-12.8	-5.1	-8.5
CC1CCc2sc(C(=O)NC3CCCCC3)cc2C1 (stereo not given)	-4.2	-0.1	nt	-217.7	-99.3	-2.0	-37.2
Cc1cc(N2CCN(c3ccccc3F)CC2)nc2cc(O)ccc12	-2.2	3.1	nt	nt	nt	nt	-46.4
O=C(c1cc(-c2cccc(Cl)c2)nc2ccccc12)N1CCCC1	-3.1	4.5	30.0	2.7	-0.3	-14.0	-2.9
Cn1c(/C(C#N)=C/c2ccc(O)cc2)nc2ccccc21	4.8	1.1	0.1	-92.6	-34.5	-0.5	-36.5
CN1C(=O)c2cc(NC(=O)c3ccc(F)cc3)ccc2OC[C@@H]2O[C@H](CC(=O)N3CCOCC3)CC[C@H]21	-1.9	0.4	-5.4	-5.8	5.4	11.1	-4.0
COc1cc(/C=C2\C(=N)N3N=C(S(C)(=O)=O)SC3=NC2=O)ccc1OCCOc1ccccc1C	33.2*	39.6*	12.4	-21.4	-16.8	3.1	-25.6
COc1ccc(CN(C)C[C@H]2OCCCC[C@H](C)Oc3ccc(NS(=O)(=O)c4ccc(C)cc4)cc3C(=O)N([C@@H](C)CO)C[C@H]2C)cc1	14.0	2.5	nt	-16.1	-1.4	-6.8	-26.5
COC(=O)C1=C(C)N(Cc2ccccc2C(F)(F)F)C(=NCc2ccccc2)NC1c1ccc(Cl)cc1 (stereo not given)	3.4	-2.4	nt	-9.6	10.1	-3.5	9.6
C[C@@H]1CN([C@H](C)CO)C(=O)c2cc(-c3ccncc3)cnc2O[C@H]1CN(C)C(=O)CN1CCOCC1	4.9	-0.4	-7.6	nt	-9.5	14.5	23.9
CCOc1ccc(CN(C)CC(=O)NCc2ccccc2)cc1	-3.9	-0.3	-2.4	-11.5	-4.2	15.4	0.0
Cc1cccc(-c2nc3c(c(=O)c4ccccc4n3C)c(=O)n2-c2ccccc2)c1	0.1	2.1	-2.8	11.8	-13.3	3.4	15.4
O=C(c1ccc(Br)s1)N1CCN(S(=O)(=O)c2ccccc2)CC1	-1.3	0.4	-2.4	14.5	3.3	1.2	9.9
O=C(NC1CC(=O)c2sccc21)c1ccc(Cl)cc1Cl (stereo not given)	-2.7	0.8	-4.6	-85.6	-68.2	3.9	-33.4
CC(OC(=O)c1ccccc1Nc1ccc(SC(F)F)cc1)C(N)=O (stereo not given)	nt	nt	-8.5	1.3	nt	nt	19.5
O=C1CC(NCC2CCCO2)C(=O)N1c1ccc(F)cc1 (stereo not given)	-4.0	-3.5	-0.7	5.1	-8.1	-6.4	0.4
COc1cccc(OC)c1OCCN1CCC(C(=O)NC(c2ccc3c(c2)OCO3)c2ccccn2)CC1 (stereo not given)	nt	0.9	nt	1.5	1.5	-3.8	6.8
CCCCCN(C(=O)CCC(=O)OCCOc1cccc(Cl)c1)c1c(N)n(CCCC)c(=O)[nH]c1=O	-4.2	-3.1	3.2	nt	2.4	0.0	3.8
COc1ccc(-c2c(-c3ccc(C#N)cc3)oc(=O)c3cc(OC)c(OC)cc23)cc1	-7.5	-3.4	-3.6	-0.5	21.9	nt	12.2
O=C(CCCC(=O)NCCc1ccccc1)NCCc1ccccc1	-0.6	-1.6	1.8	1.3	-6.7	-3.2	nt
COc1cccc(S(=O)(=O)Nc2ccc3c(c2)OC[C@H](C)N(Cc2ccccc2F)C[C@@H](C)[C@H](OC)CN(C)C3=O)c1	nt	nt	nt	7.2	7.9	nt	2.8
O=C(C[C@@H]1CC[C@H](NC(=O)c2cccnc2)[C@@H](CO)O1)NCc1ccncn1	-2.1	1.4	-10.0	2.2	1.2	4.1	6.5
C[C@H]1CN([C@@H](C)CO)S(=O)(=O)c2ccc(C#Cc3ccccn3)cc2O[C@H]1CN(C)C	1.8	-1.5	-0.4	-37.3	-7.5	-0.6	-23.1
CCN(CC(=O)Nc1c(F)cccc1F)C(=O)CCCN1C(=O)c2cccc3cccc(c23)C1=O	nt	-1.8	nt	11.8	-0.2	8.2	11.5
C[C@@H]1CN([C@H](C)CO)C(=O)c2cc(NC(=O)CCC(F)(F)F)ccc2O[C@@H](C)CCCCO[C@@H]1CN(C)C(=O)Cc1ccccc1	nt	nt	3.8	-0.9	-1.1	?	-6.7

Next part, starting with the last four of the part before.
SMILES	SIRT5 inh	Casp6 inh	ARNT TACC3 PPI	PAX8 inh HTS	EWS-Fli inh	DENV2 CPE rescue	LGR2 antag
O=C(C[C@@H]1CC[C@H](NC(=O)c2cccnc2)[C@@H](CO)O1)NCc1ccncn1	-2.1	1.4	-10.0	2.2	1.2	4.1	6.5
C[C@H]1CN([C@@H](C)CO)S(=O)(=O)c2ccc(C#Cc3ccccn3)cc2O[C@H]1CN(C)C	1.8	-1.5	-0.4	-37.3	-7.5	-0.6	-23.1
CCN(CC(=O)Nc1c(F)cccc1F)C(=O)CCCN1C(=O)c2cccc3cccc(c23)C1=O	nt	-1.8	nt	11.8	-0.2	8.2	11.5
C[C@@H]1CN([C@H](C)CO)C(=O)c2cc(NC(=O)CCC(F)(F)F)ccc2O[C@@H](C)CCCCO[C@@H]1CN(C)C(=O)Cc1ccccc1	nt	nt	3.8	-0.9	-1.1	?	-6.7
Cn1nnnc1SC1CC(=O)N(c2ccccc2)C1=O (stereo not given)	-2.7	0.5	0.9	-7.7	-3.1	-2.0	-15.4
Cc1c(C(=O)N/N=C/c2cccs2)nc2ccccn12	7.1	2.3	9.9	-15.3	-16.2	2.8	nt
COc1cccc(CN(C)CC(O)COc2cc(Cl)ccc2Cl)c1 (stereo not given)	-3.4	-1.3	-6.3	-3.0	-6.4	-2.5	0.0
S=c1[nH]nc(-c2cccnc2)n1C1CCCCC1	0.1	-0.8	nt	16.1	-4.8	-2.6	3.1
O=C(COc1ccc2ccccc2c1)Nc1nccs1	-5.8	0.4	-5.8	-3.7	7.1	nt	72.5*
O=C(/C=C/c1ccco1)Nc1nnc(-c2ccco2)s1	2.2	18.4	2.6	13.2	17.1	-7.0	-35.4
CC(=O)N1CCc2cc(S(=O)(=O)CCC(=O)Nc3ccccc3F)ccc21	-1.2	3.2	-1.0	-4.5	-10.3	3.9	0.8
OCc1ccc(-c2ccc3nccn3c2)cc1	-5.6	-2.5	nt	-22.2	-12.9	?	-11.2
COC(=O)[C@@]12C[C@@H](CC(=O)N3CCOCC3)C(=O)N(CCc3ccc(OC)c(OC)c3)C1=CCC(C)(C)C2	nt	-5.6	nt	-5.7	-9.7	-6.0	-4.5
CCCN(C)C[C@H]1OCCCC[C@@H](C)Oc2ccc(NS(=O)(=O)c3ccc(Cl)cc3)cc2C(=O)N([C@@H](C)CO)C[C@H]1C	nt	nt	nt	35.2	0.3	nt	7.5
CCOc1cccc(-c2cnc3cccnn23)c1	-11.8	0.5	nt	-265.1	-83.7	-8.0	-46.2
Cc1cc(C(=O)Nc2ccncc2)c2ccccc2n1	4.3	1.2	-2.3	-1.9	15.3	-3.9	-3.3
COc1ccc(NC(=O)CCCc2ccc(OC)c(C)c2)cc1	-3.4	-0.7	28.3	-4.2	11.0	14.0	10.1
C[C@]1(CC/C(=C/CO)CO)[C@H](C=O)CC[C@@]23COC(=O)C2=CCC[C@@H]31	-0.1	-0.5	nt	nt	21.3	10.3	12.9
CCOc1cccc(CN2CCN(Cc3ccc(C)o3)C(CCO)C2)c1O (stereo not given)	-5.1	-2.8	0.1	34.3	9.6	0.5	5.3
COc1cccc(OC)c1C(=O)NC(=O)NNc1cc(C(F)(F)F)cc(C)n1	-5.3	-11.1	nt	0.2	0.1	3.2	13.9
NNc1cc(C(=O)O)ccc1Cl	1.5	7.3	-8.8	1.1	2.3	3.9	-8.2
O=C(C[C@@H]1CC[C@H]2[C@@H](COC[C@@H](O)CN2C(=O)Nc2ccc(Cl)c(Cl)c2)O1)NCc1ccc(Cl)c(Cl)c1	15.5*	0.0	-3.1	27.9	8.1	-2.9	5.1
O=C(CCc1nc2ccccc2s1)Nc1cccnc1	-3.8	2.6	-2.2	17.7	-2.6	-2.6	-7.2
O=C(Nc1ccc(F)cc1F)c1ccc(-n2cccn2)c([N+](=O)[O-])c1	1.4	5.5	-3.8	-3.5	-22.6	-3.1	32.4
c1ccc(-c2sc3ccccc3c2-c2ccc(OCCN3CCCCC3)cc2)cc1	-1.5	-4.6	nt	-4.3	13.1	-10.7	-0.6
O=C1CC(N(O)c2ccccc2)C(=O)N1c1ccc(Cl)c(Cl)c1 (stereo not given)	-2.6	4.1	-2.7	-1.0	-33.2	6.4	-10.1
Cc1cc(OCc2cccc(Cl)c2)c(C)cc1CN1CCOCC1	12.3	-1.7	-9.3	-21.5	-9.9	-2.5	-22.5
COc1ccc(-c2cc(=O)c3cc(C)ccc3[nH]2)cc1	nt	0.7	-33.9	-86.5	-36.1	-4.2	20.2
C[C@H]1CCCCO[C@H](CN(C)C(=O)Nc2ccccc2)[C@@H](C)CN([C@@H](C)CO)C(=O)c2cc(NC(=O)Nc3ccc(F)cc3)ccc2O1	9.0	-0.4	-7.9	-29.5	-10.4	-1.4	-5.9
COc1ccc(/C=N/NC(=O)COc2ccc3ccccc3c2)c(C(=O)O)c1OC	nt	0.4	-0.8	-11.4	nt	-1.3	-4.9
COc1ccc(C2=Nn3c(C)nnc3SC2)cc1	-5.6	-5.3	-0.3	4.3	-0.8	5.7	-4.2
Nc1c(C(=O)OCC(=O)Nc2ccc(Cl)cc2[N+](=O)[O-])[nH]c(=O)[nH]c1=O	-18.4	6.2	2.6	7.7	-25.1	1.2	9.4
CN(C)C(=O)C[C@@H]1CC[C@H]2[C@@H](COC[C@H](O)CN2CC2CCOCC2)O1	0.5	-1.2	13.6	1.6	-3.3	-7.6	16.7
Brc1ccccc1OCCCOc1cccc2cccnc12	1.0	-0.2	3.6	-74.4	-114.3	0.6	-59.4
COCCNC(=O)C1CCCN(C(=O)Cc2ccc(F)cc2)CC1 (stereo not given)	-3.8	-0.7	nt	-1.1	1.4	6.1	16.3
CCCCn1c(N)c(N(CCOC)C(=O)COC(=O)COc2ccccc2C#N)c(=O)[nH]c1=O	-1.0	-4.3	-4.8	2.9	-2.6	2.3	4.7
CCN(CC)S(=O)(=O)c1ccc(C(=O)NCCOC(=O)c2ccc(F)cc2F)cc1	-1.4	7.2	1.3	-6.0	0.4	8.5	34.2
O=C(c1ccccc1)c1ccc2c(c1)OCCOCCOCCOCCO2	nt	1.1	-9.5	-14.7	7.4	-5.4	7.5
C[C@@H]1CN([C@H](C)CO)S(=O)(=O)c2ccc(C#CC3CC3)cc2O[C@@H]1CN(C)C(=O)c1cccnc1	-7.3	-0.2	2.0	nt	-1.1	?	2.9

Screens: PubChem, Broad Institute
